PLCb3 inh = PLC-beta3 (human) inhibition, primary screen; Q01970; Purified PLC-beta3, fluorogenic substrate, fluorescence; inhibition, % at 12.2 µM; 370,000 compounds, 0.18% hits; in the data active means inhibition above about 11%;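 further: 0% = median of compound wells on plate and 100% = full blocker control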
hgDAF-12 ag = activates the H. glycines DAF-12 receptor ligand-binding domain; AID 687014; 370,000 compounds, 1.8% hits; activation, % at 6.8 µM; HEK293 GAL4-hgDAF12 UAS-luciferase reporter, agonist luminescence; normalized to butyrate control;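 active means activation above a cutoff set at the mean of all screened compounds plus 3 SD, cut at about 10% in these data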;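 further: 0% = DMSO wells and 100% = sodium butyrate wells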
DAX1 inh-1 = inhibitors of DAX1 repression of SF-1 activated StAR promoter | HEK293T StAR-luciferase reporter, SF-1/DAX-1 repression relief | inhibition, % at 6.8 µM | AID 652010 | 370,000 compounds, 1.1% hits;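 active means inhibition above the mean over all tested compounds plus 3 SD, cut at about 3.6% in these data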;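 further: 0% = DAX-1 cells with DMSO and 100% = cells lacking DAX-1 with DMSO; higher inhibition means more luminescence from relief of DAX-1 repression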
PLC-gamma1 inh = blocks human PLC-gamma1 enzyme activity; inhibition, % at 12.2 µM; P19174; 370,000 compounds, 0.84% hits; purified PLC-gamma1, fluorogenic substrate, fluorescence; in the data active means inhibition above about 9.5%
MBD2 DNA inh = inhibitors of human MBD2 binding to methylated oligonucleotide. 370,000 compounds, 0.31% hits. TR-FRET. Q9UBB5. inhibition, % at 4.4 µM; in the data active means inhibition above about 13%
SMARCA2 activ = increases SMARCA2 function in MMTV reporter cells; MG213 cells, MMTV-luciferase reporter, dexamethasone, overnight; activation, % at 9.1 µM; 370,000 compounds, 1% hits; in the data active means activation above about 7.8%;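 further: 0% = vehicle wells and 100% = reference activator wells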
Rev-erbA mod = modulators of human Rev-erb alpha DNA binding; 370,000 compounds, 0.79% hits; P20393; AID 1259318; activity, % at 10 µM; Rev-erbα–FITC-DNA binding, fluorescence polarization, 90 min;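 active means activity above about 14%, limit read from the data; passing the limit was not always enough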;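 further: 0% = DMSO wells with 35 nM protein and 100% = DMSO wells with 750 nM protein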
Target sequence (P20393 whole entry, looked up): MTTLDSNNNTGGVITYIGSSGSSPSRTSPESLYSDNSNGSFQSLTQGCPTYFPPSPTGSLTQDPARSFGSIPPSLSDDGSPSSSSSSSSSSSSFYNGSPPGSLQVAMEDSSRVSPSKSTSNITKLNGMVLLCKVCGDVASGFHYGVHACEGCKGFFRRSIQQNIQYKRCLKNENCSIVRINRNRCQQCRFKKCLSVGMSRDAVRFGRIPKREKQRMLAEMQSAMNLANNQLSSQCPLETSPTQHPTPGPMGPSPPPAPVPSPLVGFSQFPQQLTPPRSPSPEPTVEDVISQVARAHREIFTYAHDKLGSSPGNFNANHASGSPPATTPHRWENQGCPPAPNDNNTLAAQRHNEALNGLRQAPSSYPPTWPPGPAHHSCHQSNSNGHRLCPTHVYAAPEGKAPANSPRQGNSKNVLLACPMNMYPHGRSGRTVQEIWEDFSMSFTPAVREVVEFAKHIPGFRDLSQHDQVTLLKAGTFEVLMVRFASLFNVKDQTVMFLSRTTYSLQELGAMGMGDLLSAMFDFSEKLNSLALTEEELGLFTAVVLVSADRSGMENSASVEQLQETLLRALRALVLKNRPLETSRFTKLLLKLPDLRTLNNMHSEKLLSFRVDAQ
ADAM17 inh = ADAM17 inhibition, QFRET primary screen; P78536; recombinant ADAM17, EDANS/DABCYL FRET peptide cleavage; inhibition, % at 6.95 µM; 370,000 compounds, 0.83% hits;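 active means inhibition above the mean of compounds lying between control limits plus 3 SD, set per campaign, cut at about 8.5% in these data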;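 further: 0% = DMSO-only wells as the low control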
ssDAF12 agonist = activates DAF-12 receptor from parasite S. stercoralis | HEK293 ssDAF-12/GRIP1 lit1-tk-luc reporter, luminescence; % of 3 µM dafachronic acid response | activation, % at 6.8 µM | 370,000 compounds, 1% hits;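 active means activation above the mean over all tested compounds plus 3 SD, cut at about 0.9% in these data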;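 further: 0% = DMSO-only wells and 100% = 3 µM delta7-dafachronic acid wells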
hcDAF-12 act = activators of H. contortus DAF-12 nuclear receptor; HEK293 hcDAF-12 lit1-tk-luc reporter, luminescence; 0% DMSO, 100% Δ7-dafachronic acid; activation, % at 6.8 µM; 370,000 compounds, 1.4% hits;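 active means activation above the mean of all tested compounds plus 3 SD, cut at about 5.5% in these data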;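 further: 100% = response to 3 µM Δ7-dafachronic acid high control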
DAX1 inh-2 = NR0B1 (DAX1) inhibition; inhibition, % at 6.75 µM; HEK293 Gal4-DAX1 luciferase reporter, luminescence; AID 504766; 340,000 compounds, 0.99% hits;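 active means inhibition above the mean over all tested compounds plus 3 SD, cut at about 4.2% in these data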;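 further: 0% = DAX1-transfected cells with DMSO and 100% = empty-vector control cells with DMSO; inhibition shows as a rise in luminescence from relieved DAX1 repression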
Target sequence (P51843 207-470 limits assumed): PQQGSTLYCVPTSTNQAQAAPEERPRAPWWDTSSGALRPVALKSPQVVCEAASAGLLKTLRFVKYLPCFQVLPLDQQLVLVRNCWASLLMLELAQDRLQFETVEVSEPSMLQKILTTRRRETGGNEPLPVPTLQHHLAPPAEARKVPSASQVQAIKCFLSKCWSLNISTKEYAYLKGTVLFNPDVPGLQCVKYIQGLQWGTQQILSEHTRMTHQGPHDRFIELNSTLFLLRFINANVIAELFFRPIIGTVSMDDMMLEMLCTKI
* = called active by the depositor; . = no result given; & = joins results of further samples. The order is random. Share with any hit: about 7.4%.

Compound	MBD2 DNA inh	DAX1 inh-2	Rev-erbA mod	SMARCA2 activ	ADAM17 inh	ssDAF12 agonist	hcDAF-12 act	DAX1 inh-1	hgDAF-12 ag	PLC-gamma1 inh	PLCb3 inh
Cc1ccc2cc(CCNC(=O)c3cccc([N+](=O)[O-])c3)c(=O)[nH]c2c1	1	0.7	-2	-1	-2	-0.8	0.6	-0.3	4.2	0	-2
CC(=O)Oc1ccc(N2C(=O)C3C(C2=O)C2C=CC3C23CC3)cc1[N+](=O)[O-] (stereo not drawn)	5	-1.1	-1	0	-7	-0.8	1.7	-0.2	5.7	0	-4
O=C(COC(=O)c1ccc(S(=O)(=O)N2CCCC2)cc1)Nc1cccc(Br)c1	2	-0.9	-1	-2	-2	-1.6	0.6	-0.4	2.7	0	-11
NS(=O)(=O)c1ccc(CCNC(=O)c2cc(-c3ccccc3)nc3ccccc23)cc1	-2	-1.9	-6	0	-3	-1.6	-4.7	-0.3	-4.8	2	-3
CCC1(c2ccccc2)NC(=O)N(CC(=O)NCCN2C(=O)S/C(=C\c3cccnc3)C2=O)C1=O (stereo not drawn)	-6	-0.6	-4	-1	0	-0.8	1.3	-0.8	4.9	3	-2
CCc1cccc(C)c1N1C(=O)CC(C)(C)CC1=O	-4	1.4	-3	-4	-1	-0.6	0.2	0.7	-1.7	4	-3
COc1ccc(-n2ncc3c2CC(C)(C)CC3NC(=O)CCn2nc(C)cc2C)cc1 (stereo not drawn)	0	0.1	-1	0	-18	-1.4	-2.1	-0.2	0.1	0	1
COCCCn1c(=O)c2ccccc2n(CC(=O)NCCC2=CCCCC2)c1=O	2	-0.6	1	1	-1	-1.6	-0.5	-0.3	1.5	4	-2
COc1ccc(OCCSc2nnc(Cc3cccc4ccccc34)n2N)cc1	-7	-0.7	2	-1	2	-1.8	-2.7	-0.7	-4.3	2	0
O=C(Cc1ccc(S(=O)(=O)N2CCOCC2)s1)NCCC(c1ccccc1)c1ccccc1	3	-0.1	-1	-3	1	-1.4	-3.1	-1.1	-3.2	-3	-5
O=C(O)c1ccc(/C=N/NC(=O)c2ccc3c(c2)OCCO3)cc1	4	0.4	5	1	5	0.4	5.2	0.7	5.7	3	-1
CC(=O)c1ccc(N2CCN(C(=O)c3cc4c(-c5ccccc5F)nn(C)c4s3)CC2)cc1	0	-0.4	-4	-2	2	-1.2	-4.2	-1.8	-5.2	-11	-17
CCCS(=O)(=O)N1CCN(CCCc2ccccc2)CC1	0	1.1	2	-4	8	-1.1	-1.0	0.4	-1.3	8	0
COC(=O)[C@@]1(Cc2ccc(OC)cc2)[C@H]2c3cc(C(=O)N4CCCC4)n(CCN4CCOCC4)c3C[C@H]2CN1C(=O)c1ccccc1	-10	.	-3	-2	1	-1.5	-0.3	-1.3	0.9	-2	-4
CN(C(=O)COc1ccccc1C(=O)NCCOc1ccccc1)c1ccccc1	1	-6.3	-2	-6	3	-3.3	-5.8	-4.0	-13	15*	17*
Cc1onc(-c2c(Cl)cccc2Cl)c1C(=O)ONC(=O)c1ccccc1	2	-0.9	-6	0	-4	-1.3	-1.2	0.0	2.3	-2	-6
CCOP(=O)(/C(C#N)=C(/O)c1ccccc1)c1ccccc1 (stereo not drawn)	2	4.2	-6	-2	-4	-0.2	2.9	-0.4	-1.6	1	-7
COc1cccc2c1Oc1ncccc1N(C(=O)CCC(=O)NCc1cccc(C)c1)C2	6	0.7	7	-2	-4	-0.6	-2.6	0.2	-2.7	0	-10
Cc1ccc(NC(=O)CN2CCOCC2)cc1C	-2	-0.3	-1	0	0	-1.1	-0.8	0.1	-1.7	2	-1
CN1CCc2c(OCc3ccc(F)cc3)cccc2C1=O	9	0.3	2	-5	-5	-1.5	-1.6	-0.1	2.9	-14	-20

A section of the results above:
Compound	MBD2 DNA inh	DAX1 inh-2	Rev-erbA mod	SMARCA2 activ	ADAM17 inh	ssDAF12 agonist	hcDAF-12 act	DAX1 inh-1	hgDAF-12 ag	PLC-gamma1 inh	PLCb3 inh
Cc1ccc2cc(CCNC(=O)c3cccc([N+](=O)[O-])c3)c(=O)[nH]c2c1	1	0.7	-2	-1	-2	-0.8	0.6	-0.3	4.2	0	-2
CC(=O)Oc1ccc(N2C(=O)C3C(C2=O)C2C=CC3C23CC3)cc1[N+](=O)[O-] (stereo not drawn)	5	-1.1	-1	0	-7	-0.8	1.7	-0.2	5.7	0	-4

(continued)
Compound	MBD2 DNA inh	DAX1 inh-2	Rev-erbA mod	SMARCA2 activ	ADAM17 inh	ssDAF12 agonist	hcDAF-12 act	DAX1 inh-1	hgDAF-12 ag	PLC-gamma1 inh	PLCb3 inh
COc1ccc(C2NC(=O)N(CCCC(=O)O)C(C)=C2C(=O)OCc2ccccc2)cc1 (stereo not drawn)	-1	.	2	-1	3	-1.4	-1.0	-0.2	0.5	3	3
CSc1nc2c(c(=O)[nH]1)C(c1cccc(Cl)c1)CC(=O)N2 (stereo not drawn)	0	-0.2	1	-1	1	-1.4	-0.4	-0.4	-0.5	-6	1
Cc1cccc2c(N=O)c(O)[nH]c12	0	0.0	-4	-1	-3	0.4	3.4	0.0	0.8	-2	-3
Cc1nc2c(OCc3ccc(C(F)(F)F)cc3)cccn2c1N(C)C(=O)CCC1CCCC1	0	.	2	-6	2	-1.4	-2.4	-2.6	-2.9	-4	-5
Cc1ccc(NC(=O)c2cc(S(=O)(=O)N3CCCCC3)c[nH]2)cc1C	1	-0.7	-2	4	-2	-1.4	-1.6	-0.3	2.7	3	3
CN(C)c1ccc(/C=C(/NC(=O)c2ccccc2Cl)C(=O)NCCN2CCOCC2)cc1	-5	-0.1	1	0	-4	-0.9	-1.4	0.3	4.3	-32	-51
CCC[C@H]1[C@@H](NC(=O)NCC)CC[C@@]23CCCN2C(=O)CCC[C@@H]13	4	.	1	.	0	-1.4	-0.1	.	1.5	2	6
O=C(c1ccc2c(c1)OCO2)N1CCCC(c2ccccc2)C1 (stereo not drawn)	0	-1.1	4	-1	-1	-1.7	3.9	-0.5	-0.1	2	-1
Cc1ccc(N(C(=O)C2CCC(=O)N2)C2(C(=O)NC3CCCC3)CCCCC2)cc1 (stereo not drawn)	-2	1.0	1	-4	-5	-1.5	-0.5	-0.1	-2.7	-1	3
CCOC(=O)[C@H](CCc1ccccc1)N[C@H]1CCc2ccccc2N(CC(=O)O)C1=O	-3	0.1	4&1	4	1	-1.2	0.4	0.3	-0.6	0	2
O=C(c1ccco1)N1CCN(Cc2nc3ccc([N+](=O)[O-])cc3c(=O)n2-c2ccccc2F)CC1	-4	-1.6	-4	4	-1	-0.7	-1.1	-0.3	-3.8	1	0
CCOc1cc(C(c2c(C)[nH][nH]c2=O)c2c(C)[nH][nH]c2=O)ccc1O	-2	0.3	-1	5	1	-0.6	1.8	-1.5	1.2	6	9
FC(F)(F)c1cc(CCN2C(=S)NC[C@@H]2Cc2ccccc2)cc(C(F)(F)F)c1	5	-0.1	8	0	8	-1.0	-3.1	-0.3	1.1	-3	-5
CC(C)NC(=S)N=Nc1c(O)[nH]c2ccc([N+](=O)[O-])cc12	-6	-0.2	7	-2	3	-1.1	0.9	-1.0	2.9	2	-6
O=C1CSC(c2ccccn2)N1c1ccc2ccccc2c1 (stereo not drawn)	1	3.0	1	-2	0	0.0	4.0	-1.4	0.7	5	2
O=C(CN1CCOCC1)Nc1ccc(N2CCN(c3ccccc3)CC2)c(F)c1	-2	0.3	2	5	-1	-1.1	-0.2	-1.2	-0.4	1	-1
CN(Cc1ccccc1)c1nc(-c2ccc([N+](=O)[O-])cc2)nc2ccccc12	-1	0.4	-5	-3	-1	-1.0	-0.4	-0.2	-0.9	-2	-6
CCN1CCCCC(NC(=O)c2ccc(C)cc2)C1=O (stereo not drawn)	0	.	-4	-5	4	-0.8	0.0	0.2	0.1	9	1
CCC(C)NC(=O)c1ccc2c(SCC(=O)O)c3c(nc2c1)CCCC3 (stereo not drawn)	-4	0.1	-2	-2	-1	-1.3	-1.7	0.5	2.8	-4	-2
Cc1cc(C)c(OCCCn2ccnc2)c(C)c1	-4	-0.6	4	-2	0	-0.8	-2.3	-0.6	-0.6	1	0
COc1ccc(/C=C/C(=O)Nc2nonc2NC(C)=O)cc1	8	0.4	-1	-4	-17	-1.2	-0.2	0.6	3.1	0	-5
OC(COc1ccc2c(c1)OCO2)CN1CCCCC1 (stereo not drawn)	-5	1.4	9	-1	-3	-1.1	-0.2	-0.7	-2.4	-2	0
C=CCc1ccc(OCCN2CCc3ccccc3C2)c(OC)c1	5	-0.5	-5	3	-2	-1.4	-0.4	-0.1	-0.8	1	2
Cc1cc2ccccc2cc1CN1CCOCC1	3	1.1	0	0	-2	-1.2	-0.2	0.7	0.4	2	0
O=C1CCCN1CC(O)CS(=O)(=O)c1ccccc1 (stereo not drawn)	-1	0.8	2	-3	2	-1.5	2.2	0.5	-0.3	6	3
COc1cc2c3c(c1)C(C)=CC(C)(C)N3C(=O)C2=O	-14	-0.5	3	-2	-6	-0.7	0.8	-0.2	0.3	-3	-11
O=C(NC1CCCCNC1=O)c1ccccc1 (stereo not drawn)	2	-0.3	1	-2	-3	-1.6	-0.1	-0.3	-3.1	3	2
CCCCC1=CC2=CC(=O)C(C)(OC(=O)CC)C(=O)C2=CN1Cc1ccc(OC)cc1 (stereo not drawn)	-5	-0.3	-2	0	-23	-1.4	-0.9	-0.2	-2.6	-107	-107
COc1cc(/C=N/NC(=O)c2sc3nc(C)cc(C)c3c2N)ccc1O	2	.	-8	0	-33	-1.1	-3.5	-0.9	-0.7	-144	-169
N=C1/C(=C\c2ccc(-c3cc(Cl)cc(Cl)c3)o2)C(=O)N=C2SC=C(c3ccccc3)N12	1	-0.8	3	-2	2	-1.1	-1.1	-0.1	2.1	4	-9
C[N+]1(CC(=O)Nc2ccc(F)cc2)CCN(C(=O)c2ccco2)CC1	1	0.8	1	-3	-4	-0.7	-2.3	-1.6	0.7	0	-3
O=C(CCC(=O)Nc1ccccc1)NNS(=O)(=O)c1ccc(Cl)cc1	-2	0.5	-11	-3	-3	-0.8	-0.5	0.4	0.8	3	-4
COc1cc(C(=O)NCC2CCCCC2)ccc1OCc1c(C)noc1C	-4	0.3	0	-1	0	-0.3	0.2	-1.0	-0.5	0	-3
CCC(NS(=O)(=O)c1ccc(C)cc1)C(=O)N1CCC2(O)CCCCC2C1 (stereo not drawn)	-6	0.4	3	1	-2	-1.5	-1.7	-0.4	1.0	1	1
N#Cc1c(NC(=O)CSc2nc(-c3ccccc3)cc(C(F)(F)F)n2)sc2c1CCC2	-3	0.7	-1	3	3	-0.9	0.2	-0.6	-2.0	1	4
CCCCC(CC)C(=O)Oc1ccc(O)c(C(C)(C)C)c1 (stereo not drawn)	8	-0.3	4	-2	12*	-1.5	-2.4	-1.0	0.3	4	-2
O=C(Nc1ccc(SC(F)F)cc1)C1CC(=O)N(Cc2ccccc2)C1 (stereo not drawn)	9	0.8	3	0	-3	-1.2	-1.9	-0.6	2.6	3	-14
COc1cc(CNC(=O)Nc2nnc([C@@H]3C[C@H](O)[C@@H](CO)O3)s2)cc(OC)c1OC	-5	.	-3	2	2	-1.1	-1.4	0.0	0.3	3	4

Screens deposited in PubChem by several laboratories.
